Source: PubChem BioAssay
Shiga inhibitor: A qHTS for Small Molecule Inhibitors of Shiga Toxin; inhibition, % at 38.7 µM; AID 2315, 2010; 9.2% of 290,000 active; Vero cells, Shiga toxin protein synthesis inhibition reporter; in the data active = inhibition mostly above about 28%, no sharp cut-off; inactive = mostly below about 43%; also: 0% is about no effect
LmPK inhibitor: qHTS Assay for Inhibitors of Leishmania Mexicana Pyruvate Kinase (LmPK). 0.37% of 290,000 active. purified LmPK, Kinase-Glo ATP luminescence, 1 h. Potency, µM (doses to about 57.5 µM), for the others: at the highest dose activity change, negative = inhibition, hits mostly inhibitors. Q27686; also: potency is read from the fitted curve at half-maximal effect; % is scaled to controls: 0 for no effect and ±100 for the full control effect
Target sequence (Q27686 whole entry, looked up): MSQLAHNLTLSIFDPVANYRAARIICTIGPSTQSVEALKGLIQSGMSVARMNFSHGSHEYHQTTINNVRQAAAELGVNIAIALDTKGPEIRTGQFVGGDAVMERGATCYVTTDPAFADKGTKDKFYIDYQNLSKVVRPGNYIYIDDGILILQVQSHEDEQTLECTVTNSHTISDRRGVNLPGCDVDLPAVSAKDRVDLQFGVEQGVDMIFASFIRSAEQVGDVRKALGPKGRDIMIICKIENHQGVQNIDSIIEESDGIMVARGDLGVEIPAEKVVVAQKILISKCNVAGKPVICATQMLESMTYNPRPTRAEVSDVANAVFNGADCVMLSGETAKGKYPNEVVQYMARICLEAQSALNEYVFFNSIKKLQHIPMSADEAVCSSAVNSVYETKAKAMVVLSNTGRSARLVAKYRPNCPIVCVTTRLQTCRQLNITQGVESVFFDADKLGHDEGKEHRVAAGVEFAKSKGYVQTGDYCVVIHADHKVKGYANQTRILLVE
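ATP generated from ADP (0.1 mM) and PEP (0.5 mM) by 0.1 nM LmPK over 1 h at room temperature (pH 7.2 imidazole buffer) was detected by coupled luciferase luminescence. Values were normalized to uninhibited and no-enzyme wells.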
Tb PYK inh: qHTS of Trypanosoma Brucei Inhibitors | pyruvate kinase (Trypanosoma brucei), Q57TT1 | TbPYK enzyme, Kinase-Glo Plus ATP luminescence, 45 min | Potency, µM (series often up to 76.8 µM), without a hit: at the top dose activity, negative = inhibition, actives largely listed as inhibitors | 0.12% of 410,000 active | AID 624173, 2012; also: potency is read from the fitted curve at half-maximal effect; % is scaled to controls: 0 for no effect and ±100 for the full control effect; nearly all actives have a fitted effect of over 50% in size
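Luminescence from Kinase-Glo Plus, added after a 45-minute room-temperature reaction, served as the end-point read-out. The enzyme and substrate were preincubated with compound before ADP (130 uM final) initiated turnover. Concentration-effect curves came from normalized qHTS data.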
CHX counter: Cycloheximide Counterscreen for Small Molecule Inhibitors of Shiga Toxin; cell reporter, cycloheximide protein synthesis inhibition counterscreen; max response, %; 12% of 300,000 active; AID 2314, 2010; in the data active = max response mostly above about 13%, no sharp cut-off; inactive = mostly below about 14%; also: read at 38.3 µM for the half of the compounds with a filed dose; 0% is about no effect
Pf growth 96h: Primary qHTS for delayed death inhibitors of the malarial parasite plastid, 96 hour incubation; 6.9% of 320,000 active; P. falciparum luciferase reporter growth, 96 h; AID 504834, 2011; Potency, µM (doses to about 28.7 µM), inactives show at the top dose activity change, negative = inhibition, actives largely listed as inhibitors; also: potency is read from the fitted curve at half-maximal effect; % is scaled to controls: 0 for no effect and ±100 for the full control effect
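Two parasite generations (96 h, 37 C, 5% CO2) of compound exposure in infected erythrocytes (0.05% parasitemia, 2% hematocrit). Luciferase-reporter P. falciparum; decreased luminescence indicates inhibited growth, aimed at apicoplast-acting delayed death.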
Pf growth 48h: Primary qHTS for delayed death inhibitors of the malarial parasite plastid, 48 hour incubation; P. falciparum luciferase growth in erythrocytes, 48 h; Potency, µM (series often up to 28.7 µM), inactives show top-dose activity change, negative = inhibition, actives largely listed as inhibitors; 5.9% of 310,000 active; also: potency is read from the fitted curve at half-maximal effect; % is scaled to controls: 0 for no effect and ±100 for the full control effect
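Compounds are pin-transferred into medium, infected erythrocytes (2% hematocrit, 0.1% parasitemia final) are added, and plates sit one parasite generation at 37 C in 5% CO2. Detection reagent is then added and luminescence measured.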
HCV inhibitor: qHTS Assay for Inhibitors of Hepatitis C Virus (HCV); Huh7.5.1 HCVcc-Cre infection, luciferase reporter, 44 h; Potency, µM (titrated, usually from 41.8 µM), inactives show top-dose activity change, negative = inhibition, hits mostly inhibitors; 3.4% of 340,000 active; AID 651820, 2012; also: potency is read from the fitted curve at half-maximal effect; % is scaled to controls: 0 for no effect and ±100 for the full control effect
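Antiviral activity was scored by luciferase reporter output from cells infected with HCVcc-Cre (~0.5 moi) in presence of compound, 44 h infection period, cells seeded 1,000/well 4 h prior.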
Starred values were filed as active, the others as inactive; ? = inconclusive; / = no result given; & = joins results of further samples; [ ] = another dose, or the depositor's remark. Unless noted, calls follow the shape of the dose curve; as a rule, active = well fitted curve in the direction sought with a large enough effect; inconclusive = small, poorly fitted or top-dose-only effect, or another doubt; inactive = no such curve, though single readings can be large; an effect the other way counts as inactive or inconclusive.

SMILES	Shiga inhibitor	LmPK inhibitor	Tb PYK inh	CHX counter	Pf growth 96h	Pf growth 48h	HCV inhibitor
O=C(Cc1cccs1)Nc1ccccc1NC(=O)Cc1cccs1	21	-3%	9%	1	?	-3%	3%
Cc1ccccc1OCCc1c(C)[nH]c(=S)[nH]c1=O	-9	9%[11.5 µM]	-14%	-6	44%[activator]	-4%	-25%
Cc1ccc(C(C)C)c(OCCN2C(=O)NC(C)(C)C2=O)c1	-16	1%	-14%	7	/	?	-9%
Cc1cc2oc3c(c(=O)c2cc1C)C(c1ccc(F)cc1)N(CCCN1CCOCC1)C3=O (stereo unspecified)	3	4%	0%	-1	10µM*	12µM*	?
Cc1cccc(N2CCN(C(=O)C3CCN(S(=O)(=O)c4cccc5nsnc45)CC3)CC2C)c1 (stereo unspecified)	1	5%	-4%	-4	20%	?	11µM*
CCCOC(=O)C1=C(C)NC2=C(C(=O)CC(C)(C)C2)C1c1ccc(N(C)C)cc1 (stereo unspecified)	-10	5%	-18%	-3	-2%	?	-22%
CCOc1ccc(NC(=O)CC2C(=O)N(c3ccccc3)C(=O)N2CCc2cccs2)cc1 (stereo unspecified)	14	1%	1%&-2%	-4	79%[activator]	?	7%
C/C=C/CC#N	/	/	3%	/	46%[activator]	32%[activator]	4%
Cn1c(SCC(=O)N2CCOCC2)nnc1-c1ccncc1	-21	2%	7%	-2	6%	12%	0%
O=C(NCc1ccc2c(c1)OCO2)Nc1cccc2ccccc12	1	3%	-4%	1	16%	13%	-8%
CCc1nnc(NC(=O)CSc2nnc(CSc3nc(C)cc(C)n3)o2)s1	48	6%	-8%	-2	43%[activator]	-7%	16%
COc1ccc(C(=O)N2CCC(n3nccc3NC(=O)C3CC3)CC2)c(OC)c1OC	4	7%	-3%	1	10%	14%	8%
O=C(Nc1ccc(N2CCOCC2)cc1)C1(c2ccc(Cl)cc2)CCC1	-2	0%	-9%	-4	-11%	?	3%
CC(C)COC(=O)n1c(=O)oc2cc(S(=O)(=O)N3CCCCC3)ccc21	-12	-5%	-7%	-8	/	8.3µM*	1%
COc1ccc(C(=O)C2CCCN(C(=O)c3ccc(C(C)=O)s3)C2)c(C)c1 (stereo unspecified)	2	-11%	0%	-4	-3%	-22%	10%
O=C(CN1CCN(c2ccccn2)CC1)NCCc1ccccc1	4	3%	2%	-2	?	/	15%
COc1ccc(/C=N/Nc2cc(C)nc(N3CCOCC3)n2)cc1	5	-2%	3%	2	2%	61%[activator]	6%
CC(C)CN(C(=O)COC(=O)c1ccccc1Sc1ccccc1C#N)C1CCS(=O)(=O)C1 (stereo unspecified)	8	0%	-13%	-3	?	-17%	18%
Cc1nc2ccc(S(=O)(=O)Nc3cc(-c4nc5cccnc5s4)ccc3C)cc2s1	85*	-1%	1%	75*	104%[activator]	153%[activator]	-1%[8.37 µM]
COc1ccc(CN2CCNC(=O)C2CC(=O)O)c(OC)c1 (stereo unspecified)	-7	1%	-6%	-3	0%	7%	2%
CCOc1ccc(C2c3[nH]c4ccccc4c3CCN2CCCn2cccn2)cc1 (stereo unspecified)	12	0%	-1%	-2	?	?	?
O=C(Nc1ccc2nc(-c3cccs3)c(-c3cccs3)nc2c1)NC1CC1	22	5%	4%	4	9.3µM*	/	25µM*
CCN(CC)C(=O)CSc1nc(-c2cccs2)cc(-c2cccs2)c1C#N	-9	6%	-23%	-1	?	8.3µM*	2.5µM*
Cc1ccccc1CNC(=O)Cc1cccs1	50*	12%	-3%	44*	4%	187%[activator]	0%
CC(=O)Nc1cccc(Cl)c1C(=O)O	-14	2%	-10%	-3	?	10%	9%
COc1ccc(-n2cnnc2SCC(=O)Nc2nc(C)c(Cl)cc2Cl)cc1	-10	-4%	-2%	-7	/	17%	-14%
CCOC(=O)C1CCN(C(=O)C2CCN(S(=O)(=O)CC)CC2)CC1	-8	0%	3%	-5	?	-6%	19%
COc1ccc(-c2nnc(SCC(=O)N3CCN(c4ccccc4)CC3)o2)cc1OC	-9	3%	-3%	-2	-4%	39%[activator]	6%[8.37 µM]
CC(=O)CSc1nc(N(C)C)nc(N(C)C)n1	-9	1%	-16%	-4	42%[activator]	8%	-2%
COc1cc(NS(=O)(=O)c2ccc(Nc3nc(-c4cccc([N+](=O)[O-])c4)cs3)cc2)nc(OC)n1	-2	5%	-18%	-2	?	-12%	29%
Cc1c(CNC2CCC(C)CC2)c(C(=O)O)c(C)n1Cc1ccccc1 (stereo unspecified)	-11	-5%	-5%	-1	1%	-20%	13%
CCN(CC1CCCO1)C(=O)CCc1nnc(Cc2ccc3c(c2)OCO3)o1 (stereo unspecified)	-2	8%	-6%	1	?	-9%	2%
Cc1ccccc1/C=N/Nc1ncnc2nc[nH]c12	72*	-27%	-2%	21*	8%	-15%	-1%
CC(=O)SC(C)CC(=O)Nc1ccccc1 (stereo unspecified)	17	4%	-2%	-2	-2%	20%	0%
O=C(CN1CCN(C(c2ccccc2)c2ccccc2)CC1)NC(=O)NCc1ccco1	21	4%	2%	-4	10µM*	9.3µM*	-6%
O=C(CSc1nc(C(F)(F)F)cc(=O)[nH]1)N1CCC(Cc2ccccc2)CC1	/	/	3%	/	-14%	?	22%
O=C(COC(=O)c1ccco1)Nc1ccc([N+](=O)[O-])cc1Cl	/	/	1%	/	18%	15%	18%
O=C(/C=C/Nc1ccc(F)cc1)c1ccc(Oc2ncccn2)cc1	38	1%	-5%	15*	15%	30%[activator]	-27%
O=c1oc2ccccc2c2c1C(c1ccc(Cl)cc1)Nc1ccc3ccccc3c1-2 (stereo unspecified)	-10	11%	-9%	2	18%	/	8%
Cc1ccc(NCC(=O)c2ccc(C)cc2)cc1	48*	-1%	6%	39*	-14%	46%[activator]	7%

Structures from the list above that have an NH in an aromatic ring (four):
SMILES	Shiga inhibitor	LmPK inhibitor	Tb PYK inh	CHX counter	Pf growth 96h	Pf growth 48h	HCV inhibitor
Cc1ccccc1OCCc1c(C)[nH]c(=S)[nH]c1=O	-9	9%[11.5 µM]	-14%	-6	44%[activator]	-4%	-25%
CCOc1ccc(C2c3[nH]c4ccccc4c3CCN2CCCn2cccn2)cc1 (stereo unspecified)	12	0%	-1%	-2	?	?	?
Cc1ccccc1/C=N/Nc1ncnc2nc[nH]c12	72*	-27%	-2%	21*	8%	-15%	-1%
O=C(CSc1nc(C(F)(F)F)cc(=O)[nH]1)N1CCC(Cc2ccccc2)CC1	/	/	3%	/	-14%	?	22%

Some of the entries above, reformatted:
| SMILES | Shiga inhibitor | LmPK inhibitor | Tb PYK inh | CHX counter | Pf growth 96h | Pf growth 48h | HCV inhibitor |
| --- | --- | --- | --- | --- | --- | --- | --- |
| CC(C)COC(=O)n1c(=O)oc2cc(S(=O)(=O)N3CCCCC3)ccc21 | -12 | -5% | -7% | -8 | / | 8.3µM* | 1% |
| O=C(Cc1cccs1)Nc1ccccc1NC(=O)Cc1cccs1 | 21 | -3% | 9% | 1 | ? | -3% | 3% |

A portion from further up:
SMILES	Shiga inhibitor	LmPK inhibitor	Tb PYK inh	CHX counter	Pf growth 96h	Pf growth 48h	HCV inhibitor
CCOc1ccc(C2c3[nH]c4ccccc4c3CCN2CCCn2cccn2)cc1 (stereo unspecified)	12	0%	-1%	-2	?	?	?
O=C(Nc1ccc2nc(-c3cccs3)c(-c3cccs3)nc2c1)NC1CC1	22	5%	4%	4	9.3µM*	/	25µM*

(listing goes on)
SMILES	Shiga inhibitor	LmPK inhibitor	Tb PYK inh	CHX counter	Pf growth 96h	Pf growth 48h	HCV inhibitor
COc1ccc(S(=O)(=O)N2CCN(C(=O)Cc3cccs3)CC2)cc1	-11	-6%	4%	-2	-9%	5%	3%
CCOC(=O)c1c(-c2ccc(-c3ccccc3)cc2)csc1NC(=O)C1C2CCC(O2)C1C(=O)O (stereo unspecified)	-17	0%	-25%	-3	3%	?	-1%
O=C(OCC(=O)N1CCc2ccccc2C1)c1cccnc1Cl	114*	0%	-2%	36*	14%	12%	-14%
O=C(C1CCN(S(=O)(=O)c2ccc(Cl)cc2)CC1)N1CCOCC1	18	-1%	/	-1	4%	/	10%
Cc1ccc(CN2CCC(Oc3cccc(C(=O)NCc4cccnc4)c3)CC2)o1	-4	8%	2%	2	-5%	?	-11%
COc1ccc(/C(C)=N/N2CCOCC2)c(O)c1	47*	-1%	10%	27*	131%[activator]	9%	21%
O=C(c1ccc(N2C(=O)CCC2=O)cc1)N1CCN(c2ccccc2)CC1	-4	-2%	-1%	-2	/	1%	-7%
CSc1ncc(C(=O)Nc2cccc(Cl)c2C)c(C)n1	4	2%	-1%	15	-11%	-19%	-17%
Cc1ccc(NC(=O)CN(C)C(=O)c2ccc(Sc3nncn3C)c([N+](=O)[O-])c2)cc1	/	/	1%	/	?	-28%	-8%
COC(=O)Cc1cc(OC)c(OC)cc1S(=O)(=O)N(C)C	-17	-1%	1%	-6	11%	-5%	10%
O=C(O)CCN1Cc2ccccc2C1=O	-19	-2%	-1%	-3	3%	18%	3%
COc1ccc(NC(=O)CCN2CCN(S(=O)(=O)c3cc(Cl)ccc3OC)CC2)cc1	-11	-3%	0%	-3	?	?	-24%&-5%
COc1ccc(-c2noc(-c3ccc(C)cc3)n2)cc1	79*	-4%	1%	40*	162%[activator]	255%[activator]	?
CCC(NC(=O)COc1ccc([N+](=O)[O-])cc1)c1ccccc1 (stereo unspecified)	-2	0%	/	-1	23%	-18%	/
O=C(O)c1ccccc1OCCOc1ccccc1C(=O)O	-7	6%	2%	-1	3%	6%	6%
Cn1c(=O)c2c(nc(N3CCNCC3)n2Cc2cccc3ccccc23)n(C)c1=O	-2	4%	-6%	10	0%	0%	-14%
Cc1nc2ccc(Cl)cn2c1P(=S)(N1CCOCC1)N1CCOCC1	-2	-2%	7%	-3	-25%	-4%	7%
CN1CCN(c2ccccc2/C=N/NC(=O)c2cccnc2)CC1	-14	6%	-1%	-1	-1%	100%[activator]	-5%
COc1ccc(NC(=S)Nc2ccc(S(N)(=O)=O)cc2)c(OC)c1	-2	5%	2%	-2	?	10%	-1%
O=C(Nc1ccc(S(=O)(=O)Nc2ncccn2)cc1)c1ccccc1	17	-6%	3%	-4	1.2µM*	0%	17%
Cc1ccc(C(=O)NC2CCN(CC(=O)NCc3cccs3)CC2)cc1	-10	3%	-6%	6	?	-10%	18%
CCCNC(=O)c1nc2ncc(Br)cn2n1	-13	1%	-1%	-7	13µM*	26%	10%

Of the compounds above, these contain a furan ring, fused or not:
SMILES	Shiga inhibitor	LmPK inhibitor	Tb PYK inh	CHX counter	Pf growth 96h	Pf growth 48h	HCV inhibitor
O=C(CN1CCN(C(c2ccccc2)c2ccccc2)CC1)NC(=O)NCc1ccco1	21	4%	2%	-4	10µM*	9.3µM*	-6%
O=C(COC(=O)c1ccco1)Nc1ccc([N+](=O)[O-])cc1Cl	/	/	1%	/	18%	15%	18%
Cc1ccc(CN2CCC(Oc3cccc(C(=O)NCc4cccnc4)c3)CC2)o1	-4	8%	2%	2	-5%	?	-11%
